EBI2 antag: EBI2 receptor antagonists, beta-arrestin recruitment, primary screen, cell-based, luminescence, 7a,25-OHC stimulation, uHTS; G-protein coupled receptor 183 (Homo sapiens), P32249; 7a,25-OHC stimulated; inhibition, % at 5 µM; 0.81% of 360,000 active; in the data active = inhibition above about 38%;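 also: enzyme fragment complementation signal reports receptor beta-arrestin coupling in cells; 0% = agonist plus DMSO wells and 100% = wells without agonist; some results beyond the cut were filed as inactive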
CCR6 antagonist: CCR6 receptor antagonists, primary screen, cell-based, CHO-K1, luminescence, beta-arrestin, uHTS | C-C chemokine receptor type 6 (Homo sapiens), P51684 | CHO-K1 CCR6 PathHunter beta-arrestin, CCL20-stimulated | inhibition, % at 20 µM | 0.49% of 340,000 active;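 active = compounds whose inhibition of the agonist-driven luminescence signal at 20 µM reaches about 50%, limit read from the data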;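 also: cells stimulated with CCL20 at 14 nM final; plate controls were DMSO with CCL20 for no effect and DMSO without agonist for full effect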
697 NFkB inh: inhibitors of PMA/ionomycin-induced NF-kB reporter, 697 cells, primary screen, B-cell NF-kB inhibitor project, cell-based, luminescence, uHTS. 697 B-cell NF-kB luciferase reporter, 16 h. inhibition, % at 4 µM. 0.33% of 330,000 active; in the data active = inhibition above about 35%
Apaf-1 inh: inhibitors of human Apaf-1 apoptosome, primary screen, biochemical, DEVD-Rh110 fluorescence, uHTS. Apoptotic protease-activating factor 1 (Homo sapiens), O14727. reconstituted apoptosome caspase-3 activity. inhibition, % at 20 µM. 0.71% of 330,000 active. AID 489030, 2010; active = inhibition of at least 40% at 20 µM;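 also: plate controls were DMSO wells for no effect and DEVD-CHO caspase inhibitor wells for full effect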
Target sequence (O14727 whole entry, looked up): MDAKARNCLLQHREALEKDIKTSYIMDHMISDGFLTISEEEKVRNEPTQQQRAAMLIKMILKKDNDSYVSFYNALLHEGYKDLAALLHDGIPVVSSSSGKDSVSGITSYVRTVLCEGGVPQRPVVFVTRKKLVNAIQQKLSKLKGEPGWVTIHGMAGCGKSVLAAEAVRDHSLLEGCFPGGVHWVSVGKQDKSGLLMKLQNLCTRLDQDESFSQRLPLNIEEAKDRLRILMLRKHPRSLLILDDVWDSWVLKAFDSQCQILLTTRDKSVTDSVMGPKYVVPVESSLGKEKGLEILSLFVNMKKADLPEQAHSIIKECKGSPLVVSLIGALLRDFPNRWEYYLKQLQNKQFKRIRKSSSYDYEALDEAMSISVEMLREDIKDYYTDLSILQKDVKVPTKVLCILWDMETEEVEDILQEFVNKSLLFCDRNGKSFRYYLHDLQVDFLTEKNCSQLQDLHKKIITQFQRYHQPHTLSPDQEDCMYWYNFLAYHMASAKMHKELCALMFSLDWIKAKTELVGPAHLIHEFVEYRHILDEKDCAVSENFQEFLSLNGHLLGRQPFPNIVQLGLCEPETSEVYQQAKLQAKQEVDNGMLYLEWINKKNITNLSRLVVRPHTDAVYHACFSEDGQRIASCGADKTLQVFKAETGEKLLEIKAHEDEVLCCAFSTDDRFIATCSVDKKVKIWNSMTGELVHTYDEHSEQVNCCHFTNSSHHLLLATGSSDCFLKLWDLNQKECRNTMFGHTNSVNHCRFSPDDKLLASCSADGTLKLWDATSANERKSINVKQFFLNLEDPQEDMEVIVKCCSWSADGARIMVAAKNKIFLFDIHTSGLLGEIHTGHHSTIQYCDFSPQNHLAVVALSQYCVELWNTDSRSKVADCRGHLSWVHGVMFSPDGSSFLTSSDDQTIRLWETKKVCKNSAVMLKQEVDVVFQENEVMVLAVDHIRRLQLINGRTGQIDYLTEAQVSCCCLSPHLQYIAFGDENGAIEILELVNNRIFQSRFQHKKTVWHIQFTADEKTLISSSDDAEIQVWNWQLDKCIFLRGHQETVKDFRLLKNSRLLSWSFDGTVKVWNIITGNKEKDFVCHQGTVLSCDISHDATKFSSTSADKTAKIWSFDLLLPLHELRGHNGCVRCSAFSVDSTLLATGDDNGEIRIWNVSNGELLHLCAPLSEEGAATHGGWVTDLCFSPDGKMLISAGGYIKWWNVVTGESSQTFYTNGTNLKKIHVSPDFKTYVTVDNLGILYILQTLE
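Material: cell-free apoptosome with Apaf-1, procaspase-3 and caspase-9; Buffer or medium: Hepes pH 7.5 with detergent and BSA; Reagent: cytochrome c trigger plus (Z-DEVD)2-Rh110 caspase-3 substrate; Times: compound with Apaf-1, dATP, procaspase-3 30 min, then 50 min reaction, room temperature; Technique: Rh110 fluorescence intensity.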
Gli-Sufu antag: Gli-Sufu pathway antagonists, primary screen, luciferase luminescence, Sufu-KO-LIGHT cells, uHTS. Sufu-KO-LIGHT fibroblasts, Gli luciferase reporter luminescence. inhibition, % at 5 µM. 0.74% of 340,000 active. AID 588413, 2011;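 active = inhibition above about 55%, limit read from the data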;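 also: 0% = DMSO-treated cells and 100% = wells with medium but no cells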
SENP8 inh: SENP8 protease inhibitors, primary screen, biochemical, luminescence | 1.2% of 330,000 active | purified SENP8, Z-RLRGG-aminoluciferin cleavage | AID 2540, 2010 | Sentrin-specific protease 8 (Homo sapiens), Q96LD8 | inhibition, % at 10 µM
Jurkat NFkB inh: inhibitors of induced NF-kB luciferase reporter, primary screen, TCR NF-kB activation inhibitor project, cell-based, luminescence, uHTS; Jurkat, PMA/ionomycin-induced NF-kB luciferase reporter; inhibition, % at 4 µM; 0.53% of 330,000 active; AID 435003, 2010
UBC13 inh: UBC13 polyubiquitin chain formation inhibitors, primary screen, biochemical, TR-FRET, uHTS; Ubiquitin-conjugating enzyme E2 N (Homo sapiens), P61088; inhibition, % at 20 µM; 0.47% of 330,000 active; in the data active = inhibition above about 45%, passing the limit was not always enough
Numbers without * were called inactive; nt = not tested or not shown. Rule as the data show it, unless noted: active = inhibition above about 50%; inactive = the rest. Only part of the results is shown; the hit share may differ from the screen's.

SMILES	EBI2 antag	CCR6 antagonist	697 NFkB inh	Apaf-1 inh	Gli-Sufu antag	SENP8 inh	Jurkat NFkB inh	UBC13 inh
COc1ccc(Cl)cc1S(=O)(=O)N1CCCC(C(=O)NCC(N)=O)C1 (stereo not drawn)	1.6	2.8	-11.0	7.8	-9.7	-0.2	-0.4	-8.7
CCn1ncc(N(C)N)c(Cl)c1=O	1.3	-3.9	-1.3	-5.8	3.6	7.2	1.3	-0.5
COc1ccc(NC(=O)CS(=O)c2cccc(Cl)c2)cc1 (stereo not drawn)	-9.5	9.1	2.5	-2.8	1.1	0.4	-7.3	-11.1
CCCCn1c(SCC(=O)Nc2cc(NC(=O)c3ccco3)ccc2C)nc2ccccc2c1=O	15.1	13.8	-11.1	16.6	9.4	3.4	8.2	2.4
O=C(c1ccccc1)N1CCCC(c2ccc(Cl)cc2)=N1	7.0	-3.7	18.1	-41.5	-0.7	0.0	-20.2	8.0
COc1ccc(N(C(=O)C2COc3ccccc3O2)C(C(=O)NC2CCCCC2)c2ccccc2)cc1OC (stereo not drawn)	7.9	14.5	17.7	7.9	28.8	2.6	5.0	3.5
CCn1c(SCC(=O)NNC(=S)Nc2ccccc2)nnc1-c1ccc(Cl)cc1	-10.3	4.5	6.5	-3.9	-1.4	-5.9	7.3	-7.5
COC(=O)N/N=C(\C)c1ccc(Br)cc1	-9.9	-1.2	-8.5	4.0	-7.5	-24.2	-24.7	3.0
CCCN1C(=O)C(NC(C)=O)c2cc(OC)ccc21 (stereo not drawn)	8.0	12.0	14.9	-5.8	-7.0	-2.8	-6.0	9.1
CC(=O)c1ccc(NC(=O)Cn2cnc(S(=O)(=O)N3CCCC3)c2)cc1	-5.6	4.0	-8.2	-2.9	-2.6	0.5	-6.7	-0.9
Cn1c(=O)c2c(ncn2CC(=O)NC(C)(C)C)n(C)c1=O	-9.3	-5.2	14.7	-21.3	5.8	0.3	7.9	2.1
CC(=O)C1=C(C)N(CC2CC2)C(=O)N[C@H]1c1ccc(Br)cc1	0.2	7.8	10.6	-5.6	-5.0	-2.3	1.1	7.7
O=C(CSc1ncccc1-c1nc2ccccc2[nH]1)N1CCN(c2ccccc2F)CC1	2.8	-6.0	16.0	-11.7	11.8	-5.8	-5.3	6.7
COc1ccc(N2CCN(C(=O)CCC(=O)N3CC(C)Oc4ccccc43)CC2)cc1 (stereo not drawn)	2.8	10.7	-0.1	10.7	-10.3	5.2	-1.5	0.7
Cc1cc(C)nc(NS(=O)(=O)c2ccc(NC(=O)Cc3ccccc3F)cc2)n1	2.6	-1.2	21.9	-1.9	-4.2	14.1	5.7	3.6
O=C1OC(=O)c2c(Br)c(Br)c(Br)c(Br)c21	2.5	-6.5	14.9	16.3	-10.0	-17.1	-3.8	-5.9
Cc1cccc(C)c1NC(=O)CNc1ccccc1	5.3	-3.3	4.1	12.4	-8.6	-8.1	7.1	0.3
COc1ccccc1NS(=O)(=O)CC12CCC(CC1=O)C2(C)C (stereo not drawn)	-6.9	-2.9	0.6	-15.1	7.8	1.0	-33.6	2.4
Cc1cccc(NC(=O)CNC(=O)c2ccc(-n3cncn3)c([N+](=O)[O-])c2)c1C	-4.9	-5.8	4.2	-1.6	-7.2	-5.5	21.5	-1.4
COc1ccc(CCN=Cc2c(C)[nH]n(-c3ccc([N+](=O)[O-])cc3)c2=O)cc1OC	-1.7	2.2	9.8	-3.5	-8.9	5.1	-15.6	8.1

Quoted from above (four entries):
SMILES	EBI2 antag	CCR6 antagonist	697 NFkB inh	Apaf-1 inh	Gli-Sufu antag	SENP8 inh	Jurkat NFkB inh	UBC13 inh
Cc1cccc(C)c1NC(=O)CNc1ccccc1	5.3	-3.3	4.1	12.4	-8.6	-8.1	7.1	0.3
COc1ccccc1NS(=O)(=O)CC12CCC(CC1=O)C2(C)C (stereo not drawn)	-6.9	-2.9	0.6	-15.1	7.8	1.0	-33.6	2.4
Cc1cccc(NC(=O)CNC(=O)c2ccc(-n3cncn3)c([N+](=O)[O-])c2)c1C	-4.9	-5.8	4.2	-1.6	-7.2	-5.5	21.5	-1.4
COc1ccc(CCN=Cc2c(C)[nH]n(-c3ccc([N+](=O)[O-])cc3)c2=O)cc1OC	-1.7	2.2	9.8	-3.5	-8.9	5.1	-15.6	8.1

Carrying on:
SMILES	EBI2 antag	CCR6 antagonist	697 NFkB inh	Apaf-1 inh	Gli-Sufu antag	SENP8 inh	Jurkat NFkB inh	UBC13 inh
COc1ccc(CCn2c(NN=C3CCCC3)nc3c2c(=O)[nH]c(=O)n3C)cc1	3.0	-10.9	14.5	-6.5	9.9	-0.2	16.9	-17.5
COc1ccc(C(=O)O)cc1S(=O)(=O)N(C)CCc1ccccn1	-6.4	-0.3	7.5	-15.2	-3.4	3.8	-5.6	-4.0
CCOc1ccc(NC(=O)CSc2nc3ccccc3c(=O)n2CCCC(=O)NCCCN2CCCC2=O)cc1	-1.2	5.7	33.3	-9.5	2.4	4.4	1.4	9.3
Nc1nc(SCC(=O)NCc2ccccc2Cl)[nH]c(=O)c1NC(=O)c1ccccc1F	-12.9	13.2	-22.3	2.5	17.2	-8.9	-5.3	-11.7
O=S(=O)(Nc1nc2ccccc2s1)c1cc(F)ccc1F	-2.1	-8.6	16.3	-6.6	-4.7	7.9	-12.3	-2.2
CCOC(=O)C1CCN(S(=O)(=O)c2ccc(C(C)=O)cc2)CC1	-3.9	-6.2	-2.9	-5.8	12.6	-0.9	-8.9	-4.4
O=C(NC(=S)Nc1nc(-c2ccccc2)cs1)c1cccnc1	7.3	19.6	11.4	2.1	-3.8	-4.3	-10.6	2.8
O=C(NCCc1ccccc1)c1ccc2nc(N3CCOCC3)sc2c1	7.9	5.5	-27.6	7.1	-17.9	-10.1	-7.2	5.7
O=C(NCc1ccccc1)c1ccccc1Br	0.1	-3.4	13.5	-3.1	1.1	-4.1	-11.6	-3.3
O=c1[nH]n2c(=O)c3c([nH]c2c1N=Nc1cccc(Cl)c1)CCCC3	7.6	39.3	8.0	15.9	-14.7	6.7	-1.5	-77.8

Just SENP8 inh, Jurkat NFkB inh and Apaf-1 inh, for 3 of the compounds above:
smiles	SENP8 inh	Jurkat NFkB inh	Apaf-1 inh
Nc1nc(SCC(=O)NCc2ccccc2Cl)[nH]c(=O)c1NC(=O)c1ccccc1F	-8.9	-5.3	2.5
O=S(=O)(Nc1nc2ccccc2s1)c1cc(F)ccc1F	7.9	-12.3	-6.6
CCOC(=O)C1CCN(S(=O)(=O)c2ccc(C(C)=O)cc2)CC1	-0.9	-8.9	-5.8

(list continues)
SMILES	EBI2 antag	CCR6 antagonist	697 NFkB inh	Apaf-1 inh	Gli-Sufu antag	SENP8 inh	Jurkat NFkB inh	UBC13 inh
Cc1ccc(NC(=O)C(C)OC(=O)c2n[nH]c3ccccc23)cc1 (stereo not drawn)	1.1	10.2	-23.9	-30.7	-29.9	-3.7	-6.2	-4.5
CCOc1ccc(C2C(C(=O)c3ccco3)=C(O)C(=O)N2CCCn2ccnc2)cc1OCC (stereo not drawn)	-4.4	0.3	-16.5	14.8	-8.8	-1.4	1.1	-15.8
Cc1ccc(NC(=O)c2ccc(S(=O)(=O)N3CCOCC3)cc2)nc1	2.9	-1.0	7.8	8.9	3.9	2.6	7.3	-5.5
CC(=O)NC(Cc1ccc(C)cc1)C(=O)NC1CCN(C(=O)c2cnccn2)CC1 (stereo not drawn)	-4.7	-6.4	12.5	-11.1	-0.1	0.7	-3.2	7.1
CCn1ccc(C(=O)Oc2ccc(Cl)cc2)n1	-1.7	-0.9	-25.3	3.6	2.5	-26.6	-4.7	1.4
COc1cc(OC)c(OC)cc1CN1CCN(c2ccccc2OC)CC1	-2.5	1.6	-1.1	-1.3	8.3	-2.0	1.2	-1.1
O=C(COc1ccc(Br)cc1CNCCCN1CCOCC1)Nc1ccccc1	5.8	2.1	15.0	-6.8	-6.6	-7.2	7.9	17.1
COc1ccc(CCC(=O)OCC(=O)NCc2ccc3c(c2)OCO3)cc1	-1.6	-2.5	11.8	-6.2	0.0	1.3	2.4	7.6
CCN(CC)N=Nc1ccc(S(N)(=O)=O)cc1	-0.9	9.4	-0.5	-9.0	-11.1	0.9	-0.4	-0.1
O=S(=O)(c1ccc(Cl)cc1)N1CN(CC2CCCO2)c2nc3ccccc3nc21 (stereo not drawn)	6.3	15.4	16.6	10.9	-7.0	2.2	9.8	0.1

In another format: 3 of the compounds above.
mol,EBI2 antag,CCR6 antagonist,697 NFkB inh,Apaf-1 inh,Gli-Sufu antag,SENP8 inh,Jurkat NFkB inh,UBC13 inh
COc1cc(OC)c(OC)cc1CN1CCN(c2ccccc2OC)CC1,-2.5,1.6,-1.1,-1.3,8.3,-2.0,1.2,-1.1
O=C(COc1ccc(Br)cc1CNCCCN1CCOCC1)Nc1ccccc1,5.8,2.1,15.0,-6.8,-6.6,-7.2,7.9,17.1
COc1ccc(CCC(=O)OCC(=O)NCc2ccc3c(c2)OCO3)cc1,-1.6,-2.5,11.8,-6.2,0.0,1.3,2.4,7.6

Additional results.
SMILES	EBI2 antag	CCR6 antagonist	697 NFkB inh	Apaf-1 inh	Gli-Sufu antag	SENP8 inh	Jurkat NFkB inh	UBC13 inh
Cc1ccc(-c2nnc(-c3cccc(Br)c3)o2)cc1	7.4	14.6	-135.3	13.2	-60.8	37.1	-103.5	-2.2
CCOc1ccccc1N1C(=O)CC(N(O)c2ccccc2)C1=O (stereo not drawn)	-12.8	26.1	-7.1	3.4	-0.1	-0.5	7.4	-13.8
O=C(NCCC(=O)N1CCCCCCC1)c1ccc(Br)cc1	4.2	8.4	12.2	33.0	4.1	3.2	7.4	9.3
COCCCN(C(=O)CCSc1ccc(F)cc1)c1c(N)n(Cc2ccccc2)c(=O)[nH]c1=O	-3.4	-4.1	3.5	-2.9	-5.9	-2.6	13.3	10.4
Cc1cc(OC(C)C(=O)NCc2ccccn2)c2c(C)c(C)c(=O)oc2c1 (stereo not drawn)	-1.5	17.5	11.8	-2.1	7.3	-14.6	-10.3	8.0
COc1ccc(C(C)C)cc1S(=O)(=O)n1ccnc1C	0.5	-5.0	12.5	2.1	-4.5	0.3	6.0	5.4
CCOC(=O)/C(C(=O)Nc1ccc(Cl)cc1Cl)=C1/NC(C)(C)Cc2ccccc21	nt	nt	-31.9	8.8	nt	0.1	-2.8	-8.9
COc1ccc(-c2cc(CCCC(=O)NCCc3ccc(OC)cc3OC)no2)cc1	25.5	4.2	16.2	-1.0	-4.3	-0.9	4.8	6.6
O=[N+]([O-])CC1(n2nc3ccccc3n2)CCCCC1	-19.0	-7.7	1.9	6.2	-7.3	-4.8	-6.8	2.2
CCCCNC(=S)Nc1ccc(Oc2ccccc2)cc1	-30.9	12.3	-19.0	12.8	1.1	-5.7	6.1	-2.3
COc1ccc(CNC(=O)CCCC(=O)n2nc(C)c3ccccc32)cc1	5.5	22.1	-13.8	6.2	-2.7	-0.3	-5.6	5.4
CCOC(=O)C1CCN(c2cc3c(cc2NC(=O)c2ccccc2F)n(C)c(=O)n3C)CC1	5.9	12.4	-3.6	4.3	2.8	1.9	-7.6	25.5
Cc1ccc2nc(SCC(=O)Nc3cccc(S(=O)(=O)NC4=NCCCCC4)c3)[nH]c2c1	-9.6	12.5	4.3	12.3	6.6	4.4	-6.9	3.8

Assay outcomes: PubChem, Sanford-Burnham Center for Chemical Genomics
